Bioassay records deposited in PubChem by several laboratories.
PDI turbidity: inhibitors of human PDI, primary screen, biochemical, turbidity, single point, plate reader | Protein disulfide-isomerase (Homo sapiens), P07237 | PDI insulin aggregation turbidity, A650, 90 min | inhibition, % at 10 µM | 350,000 tested, 0.052% active | AID 588391, 2011;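 active means mean inhibition across replicates of 30% or more, whatever share of single replicates reach that level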;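 further: absorbance from insulin aggregation driven by PDI reduction with DTT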
Target sequence (P07237 whole entry, looked up): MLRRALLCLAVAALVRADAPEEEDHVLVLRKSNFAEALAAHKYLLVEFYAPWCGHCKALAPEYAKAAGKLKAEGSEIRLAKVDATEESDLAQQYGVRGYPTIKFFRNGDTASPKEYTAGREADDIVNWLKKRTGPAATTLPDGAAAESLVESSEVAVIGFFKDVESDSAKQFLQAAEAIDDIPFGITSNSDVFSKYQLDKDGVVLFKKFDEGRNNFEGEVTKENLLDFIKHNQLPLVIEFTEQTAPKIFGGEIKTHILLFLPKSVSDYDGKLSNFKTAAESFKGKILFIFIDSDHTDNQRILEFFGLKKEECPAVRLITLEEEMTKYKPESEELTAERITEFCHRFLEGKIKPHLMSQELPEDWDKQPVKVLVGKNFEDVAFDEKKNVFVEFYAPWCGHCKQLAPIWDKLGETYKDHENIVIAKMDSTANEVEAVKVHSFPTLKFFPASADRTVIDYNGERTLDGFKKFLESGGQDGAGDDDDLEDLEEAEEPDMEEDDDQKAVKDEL
MITF TRPM1 inh: inhibitors of MITF-dependent TRPM1 promoter reporter, primary screen, cell-based, SK-MEL-5, single point, luciferase | AID 488899, 2010 | SK-MEL-5 TRPM1 promoter luciferase, 24 h | 330,000 tested, 0.83% active | inhibition, % at 12.5 µM;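 active means mean inhibition across replicates of 60% or more, whatever share of single replicates reaches that level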; further: values of inactives mirror those of a sister screen read the other way
HIF-2a block: HIF-2a reporter inhibitors, primary screen, luminescence, 786-0 RCC cells; 360,000 tested, 0.72% active; AID 624352, 2012; 786-0 RCC cells HIF-2a reporter, luciferase luminescence, overnight; inhibition, % at 18.8 µM;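 active means inhibition of the luminescence signal of 40% or more relative to plate controls, in a single-dose primary screen at 18.75 µM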
NR2E3 ag-1: inhibitors of NR2E3-RetCOR corepressor binding, primary screen, NR2E3 agonist project, biochemical, TR-FRET, GST-NR2E3, biotin-RetCOR. Photoreceptor-specific nuclear receptor (Homo sapiens), Q9Y5X4. 1536-well. inhibition of corepressor binding, % at 4.78 µM. 320,000 tested, 0.12% active. AID 2300, 2010;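 active means percent inhibition above the cutoff of mean plus 3 SD of all tested compounds, set per screening campaign, cut at about 20% in these data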;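 further: 0% = DMSO wells and 100% = biotin wells as full block of FRET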
Target sequence (Q9Y5X4 whole entry, looked up): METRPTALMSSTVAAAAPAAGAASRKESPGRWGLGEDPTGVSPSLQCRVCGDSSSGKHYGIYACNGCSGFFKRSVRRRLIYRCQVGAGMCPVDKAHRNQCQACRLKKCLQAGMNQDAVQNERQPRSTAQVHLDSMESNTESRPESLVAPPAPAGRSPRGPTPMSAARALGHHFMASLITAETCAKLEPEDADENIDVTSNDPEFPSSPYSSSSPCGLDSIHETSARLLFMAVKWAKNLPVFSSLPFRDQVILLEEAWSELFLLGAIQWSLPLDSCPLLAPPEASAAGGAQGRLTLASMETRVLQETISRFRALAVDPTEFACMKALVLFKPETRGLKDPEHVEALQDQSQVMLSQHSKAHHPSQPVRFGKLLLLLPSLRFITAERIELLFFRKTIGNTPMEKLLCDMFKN
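Material – GST-tagged NR2E3 plus biotinylated RetCOR corepressor · Quantity – NR2E3 fusion 1.35 nM · Times – 5 h incubation at 4 °C · Medium – pH 7.5 Tris-based buffer · Technique – TR-FRET, Eu(K)-anti-GST donor, streptavidin-D2 acceptor, ex 340, em 617/671 nm · Benchmarks – high control biotin, low control 0.6% DMSO · Format – 1536-well plates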
iPSC survival up: enhancers of single-cell hiPSC survival, primary screen, ATPlite luminescence. 100% = ROCK inhibitor wells, 0% = DMSO. survival enhancement, % at 20 µM. 360,000 tested, 0.044% active. AID 602274, 2012; in the data active means survival enhancement above about 18%;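 further: cells exposed to compounds for 16 hours before the ATP read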
aDG glyco up: activators of alpha-DG glycosylation, primary screen, uHTS, Pro5-aDG cells, AlphaScreen; alpha-DG glycosylation AlphaScreen (IIH6); 0% Pro5, 100% B10-LARGE cell signal; activation, % at 10 µM; 360,000 tested, 0.22% active; AID 624168, 2012;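 active means activation of at least 8% versus controls, or a plate z-score of at least 8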;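 further: Pro5 are CHO cells carrying HIG-tagged alpha-DG that lacks glycosylation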
CaV13 ICDI inh: Disruptors of the CACNA1D IQ motif to Ca2+-dependent inactivation inhibitor domain association, primary screening, Förster resonance energy transfer in intact living …; HEK cells, CFP/YFP FRET ICDI-IQ, plate reader, 10 min; percent FRET-ratio fall versus neutral wells; inhibition, % at 12.3 µM; 340,000 tested, 0.098% active; AID 743397;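 active means mean replicate inhibition of at least 30% and at least 1% of replicates passing that level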;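 further: 0% = median of the neutral control wells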
Vif inh: HIV Vif self-association inhibitors, primary screen, imaging, HEK293T, single point. inhibition, % at 7.49 µM. 340,000 tested, 0.35% active. AID 602346, 2012. HEK293T cells, Vif self-association by quenched fluorescence, 24 h; in the data active means inhibition above about 50%, passing the limit was not always enough; further: some results filed as inactive read as strong as hits
NR2E3 ag-2: NR2E3 agonists in two-hybrid cells, primary screen, cell-based, luminescence, CHO-S, Gal4-NCOR/VP16-NR2E3. Photoreceptor-specific nuclear receptor (Homo sapiens), Q9Y5X4. luciferase. inhibition of corepressor binding, % at 3.98 µM. 360,000 tested, 0.35% active. AID 602229, 2012;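 active means inhibition above the mean of all tested compounds plus 3 SD, cut at about 70% in these data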;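 further: 0% = DMSO with NR2E3 transfected cells and 100% = cells lacking NR2E3 construct; higher means lower luciferase signal from less NR2E3 corepressor binding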
Peg3 promoter: Peg3 promoter-driven luciferase inhibitors, primary screen, cell-based, HeLa, luciferase luminescence. HeLa PEG-Prom luciferase reporter, overnight. inhibition, % at 20 µM. 360,000 tested, 1.7% active. AID 588405, 2011;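 active means inhibition of at least 50% at 20 µM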
Granule exo inh: LAMP-1 surface exposure blockers, TALL-104 cells – cell-based, flow cytometry, MLPCN library, primary screen | 360,000 tested, 0.66% active | inhibition, % at 10 µM | TALL-104 LAMP-1 surface exposure; cells stimulated with thapsigargin and PMA | AID 651702, 2012;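 active means inhibition above about 55%, limit read from the data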
* marks the source's active call; other numbers are inactive results; nt = not tested or not shown.

SMILES	PDI turbidity	MITF TRPM1 inh	HIF-2a block	NR2E3 ag-1	iPSC survival up	aDG glyco up	CaV13 ICDI inh	Vif inh	NR2E3 ag-2	Peg3 promoter	Granule exo inh
CC(NC(=O)c1ccc(C(F)(F)F)cc1)C(c1ccccc1)N1CCOCC1 (stereo unspecified)	-17	-6	-4	6	-0.1	0.1	-4	-7	11	-7	8
O=S1(=O)CC/C(=N/Nc2ccccn2)c2cc(F)ccc21	-1	5	-11	5	1.4	-0.2	-4	-8	12	-8	1
C/C=C\C=C/C(=O)Nc1cccc(C2=NOC3(C2)C[C@@H](C(N)=O)N(C(=O)C2(C)CC2)C3)c1 (stereo partly specified)	-5	-5	7	1	-1.2	0.0	-6	nt	-11	2	4
Cc1ccc(S(=O)(=O)N2CCCC(C(=O)NC3=NCCS3)C2)cc1 (stereo unspecified)	-2	-3	7	1	2.5	0.0	nt	4	6	0	-3
O=S(=O)(c1cccc2cccnc12)N(CCO)CCO	-1	3	1	3	1.9	0.1	1	8	17	-13	-1
O=C(NCc1ccc(Cl)cc1)C1CCCN(c2cnccn2)C1 (stereo unspecified)	-8	-1	11	4	-0.6	0.3	-6	-3	-10	5	-6
Cc1ccc2nc(-c3ccc(NC(=O)COCC(=O)O)cc3)sc2c1	-3	-40	-218	-2	-0.7	0.1	-4	12	-104	-221	2
C[C@H](CO)N1C[C@H](C)[C@H](CN(C)S(=O)(=O)c2cn(C)cn2)Oc2ccc(NC(=O)Nc3ccc(C(F)(F)F)cc3)cc2CC1=O	-2	24	6	nt	4.0	-0.3	-10	5	4	-15	20
COc1ccc(Nc2nc(N)nc(CSc3nccc(C)n3)n2)cc1	14	-4	-54	-3	-1.1	-0.2	nt	1	-22	-25	-2
CC(C)(C)NCC(O)COc1cccc2[nH]c(=O)[nH]c12 (stereo unspecified)	-3	-2	2	-1	0.7	0.0	-4	-4	-35	5	-4
CCC(=O)Nc1cccc(-n2nnnc2SCC(=O)N(C(C)C)C(C)C)c1	1	7	16	2	-0.4	-0.3	1	-5	-18	8	1
O=C(CSc1nc2ccccc2c(=O)[nH]1)Nc1ccc(N2CCOCC2)c(Cl)c1	3	2	2	5	0.6	0.1	-3	4	49	7	-1
O=C(O)CCCNC(=O)CCn1nnc2ccccc2c1=O	-1	-1	11	-3	-0.3	-0.1	2	10	-19	-2	0
C/C(=N\NC(=O)CN1CCN(Cc2ccc(C)cc2)CC1)c1ccncc1	11	7	18	3	0.2	0.0	-6	3	-20	-8	5
CCCCc1n[nH]c2c1/C(=N/OCC)CC(C)(C)C2	-3	2	23	4	-0.4	0.0	-5	7	-27	16	0
COc1ccc(C2/C(=C(/O)c3ccc(S(=O)(=O)N4CCOCC4)cc3)C(=O)C(=O)N2CCN2CCOCC2)cc1 (stereo unspecified)	-3	2	7	2	-0.5	0.0	-4	6	-32	0	-3
Cc1nc(SCc2ccc(F)cc2)n[nH]1	0	-35	-61	-1	0.5	0.1	-5	-10	-42	-52	-2
O=C(COc1ccc([N+](=O)[O-])cc1)NCCc1nc2ccccc2[nH]1	6	-38	21	3	0.0	-0.1	-18	2	-14	18	-3
COc1cccc(CNC(=O)COC(=O)c2ccc(-c3ccc(O)cc3)cc2)c1	-1	nt	2	nt	-1.7	0.0	-5	13	-14	14	2
COc1ccc(N2CCN(CCN3C(=O)c4ccccc4C3=O)CC2)cc1	-57	-3	7	-1	-0.2	0.0	-2	12	-31	7	-21
c1ccc(Cn2nnc3c(NCCN4CCOCC4)ncnc32)cc1	0	0	6	-1	-0.6	-0.2	-7	nt	1	6	-2
O=C(NC1CCOC1)c1ccc(OC2CCN(CCc3ccccc3)CC2)cc1 (stereo unspecified)	2	-5	5	-3	-0.4	1.0	-2	1	-27	-2	-2
C=C(C)Cn1cnc2cc(C)c(C)cc21	6	-1	5	7	-0.3	0.2	-4	1	-7	4	-2
Oc1cccc(/C=N/c2c(-c3ccco3)nc3ccccn23)c1	-4	-49	-77	-7	-3.2	-0.3	nt	2	-12	-155	3
COC(=O)c1coc(-c2ccc(OC)cc2)c1C(=O)OC	-6	-28	-125	2	0.0	-0.1	-4	-1	-83	-107	-2

Profiles from above:
`CCCCc1n[nH]c2c1/C(=N/OCC)CC(C)(C)C2` in the list: PDI turbidity: -3; MITF TRPM1 inh: 2; HIF-2a block: 23; NR2E3 ag-1: 4; iPSC survival up: -0.4; aDG glyco up: 0.0; CaV13 ICDI inh: -5; Vif inh: 7; NR2E3 ag-2: -27; Peg3 promoter: 16; Granule exo inh: 0
`O=C(CSc1nc2ccccc2c(=O)[nH]1)Nc1ccc(N2CCOCC2)c(Cl)c1` in the list: PDI turbidity: 3; MITF TRPM1 inh: 2; HIF-2a block: 2; NR2E3 ag-1: 5; iPSC survival up: 0.6; aDG glyco up: 0.1; CaV13 ICDI inh: -3; Vif inh: 4; NR2E3 ag-2: 49; Peg3 promoter: 7; Granule exo inh: -1

Following part.
SMILES	PDI turbidity	MITF TRPM1 inh	HIF-2a block	NR2E3 ag-1	iPSC survival up	aDG glyco up	CaV13 ICDI inh	Vif inh	NR2E3 ag-2	Peg3 promoter	Granule exo inh
CC(=O)c1cccc(NC(=O)c2noc3c2CCc2ccccc2-3)c1	0	-88	-295	2	-0.9	0.1	-5	1	-8	-256	6
CN1CCC(N(C)C(=S)NC(=O)C23CC4CC(CC(C4)C2)C3)CC1	4	1	11	3	-1.4	-0.2	-5	-2	-1	9	-4
CC1(C)C2CCC13CS(=O)(=O)N[C@@H]3C2 (stereo partly specified)	-9	-10	8	-2	-1.6	-0.3	-4	36	-7	5	3
COc1ccc(CCNC(=O)c2ccccc2Cl)cc1OC	-9	-2	6	1	0.0	0.1	-3	0	0	1	-9
CCSc1nnc(NC(NC(=O)c2ccco2)(C(F)(F)F)C(F)(F)F)s1	-1	5	-7	3	9.2	-0.3	nt	-10	-12	5	2
N#CCC(=O)N/N=C/c1cn(Cc2ccc(Cl)c(Cl)c2)c2ccccc12	0	14	10	7	-0.1	-0.1	-20	9	-30	29	-2
Cc1cc(C)c(S(=O)(=O)NCC(=O)NCc2ccco2)c(C)c1	5	-29	6	-1	0.0	0.0	-6	4	-4	-2	2
COc1ccc(CN(C)C(=O)c2ccc(OCC(=O)Nc3cccc(C(F)(F)F)c3)c(OC)c2)c(OC)c1	2	36	9	-2	-0.3	0.5	-6	-1	17	24	24
O=c1oc2c3c4c(cc2c(C(F)(F)F)c1CCN1CCOCC1)CCCN4CCC3	2	11	5	0	4.6	1.7	-12	20	6	13	-1
CC1(C)CC(=O)c2cc(C(=O)NCc3ccco3)c(=O)n(-c3ccccc3)c2C1	-5	-6	5	2	-1.2	-0.2	nt	9	-30	16	-1
Clc1cccc(-c2noc3ncnc(Nc4ccc5c(c4)OCO5)c23)c1	-1	3	20	-6	0.1	-0.1	-10	10	-12	13	-6
COc1ccc(NC(=S)N/C(=N/CS(=O)(=O)c2ccccc2)c2ccccc2)cc1	6	-26	-348	2	-2.9	-0.3	-5	-6	-78	-198	-2
Cc1ccc(CN2CCN(Cc3cc4ccccc4o3)CC2CCO)cc1 (stereo unspecified)	2	2	14	4	-0.5	0.0	-20	-3	-1	1	11
Cc1cccc(C)c1NC(=O)NCCSc1snnc1C	1	3	17	2	-0.3	0.1	-4	2	-6	12	-4
O=C1OCC2=C1C(c1ccc(Cl)cc1)CC(=O)N2c1ccc(F)cc1 (stereo unspecified)	2	3	9	-1	0.0	-0.1	-7	1	7	2	-7
COc1cccc2cc(C(=O)NCc3ccc(Cl)cc3)c(=O)oc12	16	-6	10	-1	0.6	0.2	-3	-9	16	9	3
CC(=O)NCC(=O)OC(C(=O)c1ccccc1)c1ccc(Cl)cc1 (stereo unspecified)	-5	8	14	1	-0.9	0.2	-9	6	-15	-2	0
N=C(N)Sc1nc(N2CCCCC2)nc(N2CCCCC2)n1	6	2	17	0	0.0	0.2	-4	-13	-19	16	-2
CC1(C)CC(=O)C/C(=N\NC(=O)C2CC2c2ccccc2)C1 (stereo unspecified)	-7	nt	-31	2	2.0	-0.2	6	3	-22	-5	2
Cc1nc2ccccc2nc1OCc1ccccc1	-5	-24	-89	-1	1.1	-0.3	-15	-1	3	-34	-4
O=C(CSc1nc2cc(Cl)ccc2o1)N1CCOCC1	7	-11	-27	-2	-1.6	1.4	-1	2	-21	-19	19
Cc1cccc(NC(=S)N(CCCN2CCCC2)Cc2cccn2Cc2ccc(Cl)cc2)c1	15	7	6	5	-0.4	2.8*	6	-12	20	26	12
N#C/C(=C\c1c(N2CCN(c3ccccc3)CC2)nc2ccccn2c1=O)C(N)=O	-13	nt	-76	nt	-0.1	0.0	-3	-14	-75	-82	-1

Marked active in aDG glyco up, among the entries above:
SMILES	PDI turbidity	MITF TRPM1 inh	HIF-2a block	NR2E3 ag-1	aDG glyco up	CaV13 ICDI inh	Vif inh	NR2E3 ag-2	Peg3 promoter	Granule exo inh
Cc1cccc(NC(=S)N(CCCN2CCCC2)Cc2cccn2Cc2ccc(Cl)cc2)c1	15	7	6	5	2.8*	6	-12	20	26	12

Some of the entries above, reformatted.
canonical_smiles | PDI turbidity | MITF TRPM1 inh | HIF-2a block | NR2E3 ag-1 | iPSC survival up | aDG glyco up | CaV13 ICDI inh | Vif inh | NR2E3 ag-2 | Peg3 promoter | Granule exo inh
COc1ccc(CN(C)C(=O)c2ccc(OCC(=O)Nc3cccc(C(F)(F)F)c3)c(OC)c2)c(OC)c1 | 2 | 36 | 9 | -2 | -0.3 | 0.5 | -6 | -1 | 17 | 24 | 24
CC(=O)c1cccc(NC(=O)c2noc3c2CCc2ccccc2-3)c1 | 0 | -88 | -295 | 2 | -0.9 | 0.1 | -5 | 1 | -8 | -256 | 6
